Source: PubChem BioAssay
LYP inhibition – PTPN22 lymphoid phosphatase activity blockers – biochemical, fluorescence intensity, uHTS (AID 1779). recombinant LYP phosphatase, fluorescence intensity; higher % means a stronger effect. inhibition, % at 11.5 µM, or IC50 in µM where a hit was titrated. 290,000 compounds, 0.054% hits;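 also: plate controls were vehicle with enzyme for no effect and no enzyme for full effect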
M1AAP inhibition – malaria alanyl aminopeptidase activity blockers – biochemical, fluorogenic H-Leu-NHMec substrate, 1536-well (AID 1445). recombinant M1AAP, H-Leu-NHMec fluorogenic kinetic assay; higher % means a stronger effect. inhibition, % at 30 µM; hits with a dose series show IC50 in µM. 220,000 compounds, 0.42% hits;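 active = primary inhibition above the hit cutoff, then over 50% inhibition at one or more dose response concentrations, cut at about 23% in these data, passing the limit was not always enough; inconclusive = conflicting primary data, or primary hits not chosen for dose response; inactive = low primary inhibition, or under 50% at every dose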;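 also: plate controls were DMSO full reaction for no effect and no enzyme background for full effect; strong numbers were not always called active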
XIAP antagonists – XIAP antagonists, biochemical, IAP family, fluorescence polarization (AID 1018) | 200,000 compounds, 0.007% hits | XIAP BIR domain, fluorescence polarization peptide displacement; higher % means a stronger effect | one-dose displacement, % at 20 µM; IC50 in µM for titrated hits; in the data active = displacement above about 50%; also: a part of the inactive calls stands beside numbers as strong as those of hits
human PMI inhibitors – MPI inhibition at elevated mannose 6-phosphate – biochemical, fluorescence intensity, high mannose 6-phosphate, primary screen (AID 1220); recombinant PMI enzyme, coupled fluorescence intensity; higher % means a stronger effect; one-dose inhibition, % at 20 µM; IC50 in µM for titrated hits; 190,000 compounds, 0.66% hits
TNAP activators – stimulation of alkaline phosphatase TNAP activity – biochemical, luminescent, no phosphate acceptor, uHTS, primary screen (AID 1001); purified TNAP, luminescent activation assay, no phosphate acceptor; higher activation fold means a stronger effect; activation fold at 20 µM, or EC50 in µM where a hit was titrated; 200,000 compounds, 0.03% hits; in the data active = activation fold from about 3, or a potency from the dose series; inactive = the rest, 99 in 100 with activation fold below about 1.6; also: many of its hits are not listed in these tables
Yfh1-off respiration – enhancers of respiration in Yfh1-depleted yeast, dose response, Friedreich's ataxia, plus single-dose screen (AID 1465); S. cerevisiae Yfh1-off respiration, WST-1 reduction, 72 h; higher fold induction means a stronger effect; one-dose fold induction at 50 µM; EC50 in µM for titrated hits; 220,000 compounds, 0.074% hits;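 active = fold induction of absorbance versus untreated yeast above a set limit, then at least 30% activation at any dose in follow-up; inconclusive = repeats straddling the limit, or above it without dose testing; inactive = fold induction below the set limit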;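 also: activators that raise dye reduction in frataxin-depleted yeast; strong numbers were not always called active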
WT yeast gro inh – growth inhibition of WT yeast, mitochondrial fusion screen. mitochondrial fusion phenotypic screen, WT strain. inhibition, % at 10 µM. 190,000 compounds, 2.1% hits. AID 1362; in the data active = inhibition above about 58%; tested in S. cerevisiae
human PMI inhibition – MPI enzyme activity inhibition – biochemical, fluorescence intensity, coupled assay, primary screen (AID 1209). one-dose inhibition, % at 20 µM; IC50 in µM for titrated hits. purified PMI enzyme, coupled fluorescence intensity; higher % means a stronger effect. 190,000 compounds, 0.42% hits;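 also: plate controls were DMSO vehicle for no effect and wells lacking substrate for full effect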
P. falciparum M17LAP – P. falciparum M17LAP inhibitors, primary screen, biochemical, fluorogenic H-Leu-NHMec substrate, 1536-well (AID 1619). recombinant M17LAP, H-Leu-NHMec fluorogenic kinetic assay; higher % means a stronger effect. inhibition, % at 30 µM; hits with a dose series show IC50 in µM. 220,000 compounds, 0.38% hits;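 active = compound inhibiting the enzyme by more than half at any dose during confirmatory dose-response retesting; inconclusive = strong single-dose inhibitors picked by rank but not retested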;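 also: plate controls were full reaction with DMSO carrier for no effect and no enzyme background for full effect; strong numbers were not always called active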
WT yeast gro inh mutant strain – recorded beside WT yeast gro inh, whose call it bears; inhibition, %; mitochondrial fusion phenotypic screen, mutant strain inhibition
* hit, by the source's call; i = inactive; ? = inconclusive; nt = no result given. Rule as the data show it, unless noted: active = inhibition above about 50%; inactive = the rest.

SMILES	LYP inhibition	M1AAP inhibition	XIAP antagonists	human PMI inhibitors	TNAP activators	Yfh1-off respiration	WT yeast gro inh	WT yeast gro inh mutant strain	human PMI inhibition	P. falciparum M17LAP
Cc1ccc(-c2nnc(SCC(=O)N3CC(C)CC(C)C3)o2)cc1C (stereo not given)	-2%	3%	0.2%	11%	1	i	7	5	8%	-2%
COc1ccc(N2CCN(C(=O)[C@H](Cc3c[nH]c4ccccc34)NC(C)=O)CC2)cc1	5%	0%	-7.9%	22%	1	i	1	8	8%	-3%
O=C(NCCc1c[nH]c2ccccc12)c1cc2ccccc2oc1=O	-1%	5%	-8.2%	4%	1	i	16	-4	8%	-4%
CCCOC(=O)c1ccc(NC(=O)c2ccccc2OC)cc1	2%	-1%	-14%	18%	1.1	i	24	2	14%	-10%
CC(C)CCNC(=O)C(c1ccc(O)cc1)N(Cc1cccs1)C(=O)C1COc2ccccc2O1 (stereo not given)	-3%	10%	-7.7%	9%	0.8	i	18	8	22%	-10%
COc1cccc(N(CC(=O)N2CCN(C)CC2)S(=O)(=O)c2ccccc2)c1	-6%	6%	-1.5%	8%	1.1	i	-19	-7	2%	2%
Cc1ccc(/C=C/C(=O)Nc2ccc(S(N)(=O)=O)cc2)o1	2%	19%	-2.0%	-4%	1	i	-3	3	2%	17%
Fc1ccccc1-c1csc(=Nc2cccnc2)n1CCCn1ccnc1	-5%	3%	-27%	10%	0.9	i	19	10	10%	2%
O=C(O)CC1NC(=O)N(c2ccccc2)C1=O (stereo not given)	-9%	12%	-6.9%	-18%	1.1	i	-17	-10	0%	-10%
CSc1nc(N)c2c(C)c(C)sc2n1	3%	-3%	-7.8%	0%	1	i	6	-9	-3%	11%
COc1ccc(S(=O)(=O)CC(=O)Nc2ccccc2Cl)cc1	-9%	3%	-16%	1%	1	i	-9	-5	0%	-6%
COc1ccc(CC(=O)OCC(=O)c2ccc(OC)cc2)cc1	0%	2%	-6.5%	-5%	1	i	7	-5	-6%	16%
CCOC(=O)c1cnc(SCc2nc(N)nc(Nc3ccc(OC)cc3)n2)nc1N	-7%	-2%	-7.5%	4%	1.1	i	-16	-6	6%	6%
CC(O)c1nc2ccccc2n1CCOc1ccccc1 (stereo not given)	2%	6%	-2.5%	-11%	1.1	i	-16	-16	-20%	-6%
Cc1ccc(SC(C)C(=O)Nc2ccncc2)cc1 (stereo not given)	-8%	-6%	-4.6%	5%	1.1	i	-8	39	10%	34%
O=c1[nH]c2c(cnn2-c2ccc(Cl)cc2)c(=O)n1-c1cccc(Cl)c1	-4%	3%	nt	nt	nt	i	nt	nt	nt	5%
CCCCCn1c(NC(=O)c2ccco2)c(S(=O)(=O)c2ccc(C)cc2)c2nc3ccccc3nc21	-8%	3%	0.9%	50%*	1.1	i	5	-25	20%	-9%
CCOCCCN(C(=O)Cn1nnc2ccccc21)C(C(=O)NCc1ccco1)c1ccncc1 (stereo not given)	-7%	8%	-3.7%	-4%	1	i	13	26	8%	12%
Clc1ccc(-c2nc3cnccn3c2NC2CCCC2)cc1	-9%	13%	-3.8%	-1%	1.1	i	68*	63*	10%	-14%
COc1cccc(NC(=O)Cn2c(CCC(=O)O)ccc2-c2ccc(Cl)cc2)c1	3%	7%	-4.2%	1%	1.1	i	13	-2	9%	25%
Fc1ccc2[nH]c3c(N4CCSCC4)ncnc3c2c1	3%	19%	-5.0%	14%	1.1	i	7	14	16%	-6%
O=S(=O)(NCC1CCCO1)c1ccc(S(=O)(=O)N(Cc2ccc(F)cc2)Cc2ccccn2)cc1 (stereo not given)	-4%	1%	-0.9%	-1%	1	i	-5	-1	4%	-8%
C=CCNC(=O)COC(=O)c1cccnc1Nc1ccccc1F	-3%	0%	-2.4%	-3%	1.2	i	-11	-29	-9%	-2%
CCOc1ccc(NC(=O)CNc2ccc(C)cc2Cl)cc1	-1%	9%	-6.0%	-1%	1.2	i	-10	-30	-1%	4%
CN1CCN(C(=O)C2=C[C@H](c3csc4ccccc34)C[C@H](OCCCCO)O2)CC1	-4%	-1%	-6.5%	19%	1	i	15	10	12%	-6%
O=C1NC(=O)/C(=C\c2ccc(Sc3ccc(Cl)cc3)o2)N1	-4%	4%	-3.0%	2%	1.1	i	30	25	0%	-10%
O=C(Cc1cccs1)NNC(=S)NC(=O)c1ccccc1	-7%	-18%	-1.0%	-23%	2	i	11	4	14%	30µM*
N=C(N)SCc1cn(-c2ccccc2)nc1-c1ccc(Br)cc1	-13%	7%	1.3%	-2%	0.8	i	85*	76*	9%	5%
CCn1nc(C(=O)NCCc2ccc(S(N)(=O)=O)cc2)c2ccccc2c1=O	-2%	3%	0.6%	-2%	1.1	i	6	-10	-3%	8%
CCSc1cc(N2CCCC2)nc(-c2ccccc2Cl)n1	2%	1%	-8.9%	12%	1.1	i	2	12	7%	10%
CCOC(=O)C(=Cc1c[nH]c2ccc(S(=O)(=O)N(C)C)cc12)C(=O)OCC	-4%	3%	nt	nt	nt	i	nt	nt	nt	9%
Nc1cc(N)nc(SCC(=O)c2ccccc2)n1	-6%	2%	-2.3%	11%	1.1	i	-28	11	10%	8%
C/C(=N/NC(=O)Nc1ccccc1)c1ccc(C)cc1	-4%	3%	0.4%	-9%	1.1	i	5	0	-4%	7%
CN(C)/C=N/c1cc(=O)n(Cc2ccccc2)c(=O)n1C	1%	11%	-4.4%	-14%	1.1	i	-3	-14	-8%	15%
Cc1ccnc(NC(=O)CCC(=O)N(CC(=O)NCCc2ccccc2)Cc2ccco2)c1	-6%	0%	-2.2%	-4%	1	i	-13	15	-7%	10%
Cc1cccc(N2C(=O)CC(N3CCN(c4cccc(C(F)(F)F)c4)CC3)C2=O)c1 (stereo not given)	-1%	0%	40%	12%	1	i	15	5	15%	8%

Gathered by group: the compounds so far containing two or more sulfur atoms
SMILES	LYP inhibition	M1AAP inhibition	XIAP antagonists	human PMI inhibitors	TNAP activators	Yfh1-off respiration	WT yeast gro inh	WT yeast gro inh mutant strain	human PMI inhibition	P. falciparum M17LAP
CSc1nc(N)c2c(C)c(C)sc2n1	3%	-3%	-7.8%	0%	1	i	6	-9	-3%	11%
O=S(=O)(NCC1CCCO1)c1ccc(S(=O)(=O)N(Cc2ccc(F)cc2)Cc2ccccn2)cc1 (stereo not given)	-4%	1%	-0.9%	-1%	1	i	-5	-1	4%	-8%
O=C(Cc1cccs1)NNC(=S)NC(=O)c1ccccc1	-7%	-18%	-1.0%	-23%	2	i	11	4	14%	30µM*

Additional entries
SMILES	LYP inhibition	M1AAP inhibition	XIAP antagonists	human PMI inhibitors	TNAP activators	Yfh1-off respiration	WT yeast gro inh	WT yeast gro inh mutant strain	human PMI inhibition	P. falciparum M17LAP
COC(=O)N/N=C(C)\C=C\c1ccco1	-5%	2%	-3.6%	5%	1	i	2	-7	-7%	8%
C=CCNC(=O)NS(=O)(=O)c1ccc(C)cc1	-4%	7%	-6.4%	12%	1	i	-13	4	15%	-7%
O=C(NC(=O)c1ccccc1)OCC(F)(F)F	-3%	18%	-0.1%	6%	1.1	i	10	-4	1%	-1%
O=C(COC(=O)Cc1ccc(Cl)cc1)Nc1cc(S(=O)(=O)N2CCOCC2)ccc1N1CCCC1	-4%	1%	-2.6%	8%	1	i	-18	-19	13%	2%
Cc1ccccc1S(=O)(=O)Cc1ccc(C(=O)O)o1	-12%	6%	18%	-34%	1	i	0	0	-26%	1%
CC(=O)NC1(c2ccc(F)cc2)CCN(C(=O)Nc2ccc(F)cc2F)CC1	-3%	-1%	-3.9%	1%	1	i	14	5	9%	-2%
C=CCn1c(SC/C=C/c2ccccc2)nnc1-c1sc(N)nc1C	0%	-1%	-4.6%	11%	1	i	-9	-3	14%	5%
Cn1c(Oc2ccc3c(c2)OCO3)nc2c1c(=O)n(Cc1ccccc1)c(=O)n2C	-6%	3%	-0.9%	13%	1.1	i	98*	-0.6*	11%	0%
Cc1[nH]ccc2c1[nH]c1cc(=O)ccc12	-14%	?	nt	nt	nt	i	nt	nt	nt	-220%
O=C(N/N=C/c1cccc([N+](=O)[O-])c1)c1ccc2nc[nH]c2c1	-7%	1%	-8.2%	3%	1.1	i	-7	-8	7%	4%
Cc1cc(C)c(-c2csc(NC(=O)C3=NN(c4ccccc4)C(=O)CC3)n2)c(C)c1	10%	7%	-7.8%	-4%	0.9	i	-23	-6	10%	5%
Cc1cc(C)n(/N=C/c2ccccc2)c(=O)c1C#N	-5%	0%	-3.2%	3%	1	i	-9	-10	8%	6%
Cc1nc(N)c(C#N)c(-c2ccccc2Cl)c1C	-3%	3%	-0.9%	-2%	1.1	i	1	-5	4%	6%
CCOC(=O)c1c(C)oc2ccc(O)c(CN(C)C)c12	1%	3%	0.9%	3%	1	i	-11	-9	12%	-4%
Cc1ccc(CN2C(=O)CCC2C(=O)NCc2cccnc2)cc1 (stereo not given)	3%	5%	0.5%	3%	1.1	i	-27	-19	4%	-9%
O=C(Nc1ccc(F)cc1)c1nc2c(nnn2Cc2cccc3ccccc23)c(=O)[nH]1	-7%	3%	nt	nt	nt	i	nt	nt	nt	-4%
CCn1c(Cc2ccccc2)nnc1SCC(=O)Nc1ccccc1O	-14%	4%	-5.9%	-8%	1.1	i	6	0	-4%	3%
Cc1ccc(NC(=O)c2cc(S(=O)(=O)c3ccccc3)ccc2Cl)cc1	-4%	8%	-8.1%	8%	1.1	i	11	10	14%	8%
COc1ccc2c(c1)cc(C(O)c1ccccn1)n2S(=O)(=O)c1ccccc1 (stereo not given)	2%	14%	-11%	4%	1	i	24	-17	-5%	9%
C/C=C/C(=O)OCC(=O)Nc1ccc(C)c(S(=O)(=O)N(C)C)c1	-3%	5%	-11%	-8%	1.1	i	-16	-10	-28%	-4%
O=C(NC1CCCCCCC1)c1c(O)c2ccccc2[nH]c1=O	-3%	-3%	-2.8%	-5%	1	i	-9	-13	-3%	-1%
COc1ccc(N2CCN(C(=O)CNC(=O)Cn3c(C)cc4ccccc4c3=O)CC2)cc1	-5%	6%	1.4%	5%	1.1	i	2	0	2%	2%
O=C(NNc1nc(-c2ccccc2)c2cc(Br)ccc2n1)c1ccc(S(=O)(=O)N2CCOCC2)cc1	6%	-5%	-6.7%	-21%	1.8	i	-5	-16	-3%	-2%
CCCn1c(=O)[nH]c(=O)c2c(C(F)(F)F)cc(-c3ccc(C)cc3)nc21	-7%	1%	-1.3%	-5%	1.1	i	-6	10	1%	-6%
CC(C)c1ccc(CNC(=O)CSCC(=O)Nc2ccc3ccccc3c2)cc1	3%	8%	-2.3%	13%	1.1	i	10	5	20%	10%
CC1Cc2ccccc2N1C(=O)CCNS(=O)(=O)c1cccc2nsnc12 (stereo not given)	-8%	4%	0.3%	-1%	1	i	-6	-4	-1%	2%
COC(=O)c1ccccc1NC(=O)c1cc2ncc(Br)cn2n1	1%	3%	-2.3%	-2%	1.1	i	10	6	14%	19%
Cc1nn(CC(=O)NCCCc2ccccc2)c(C)c1[N+](=O)[O-]	-5%	11%	-3.3%	8%	1	i	-14	11	2%	-4%

The order is random; overall some 3.7% were active at least once.
